TcdB inh = TcdB glycohydrolase inhibitors, primary screen, biochemical, single point, plate reader | AID 652162, 2013 | TcdB glycohydrolase enzymatic assay | inhibition, % at 9.99 µM | actives 0.24% (n = 350,000) | Toxin B (Clostridioides difficile), P18177; in the data active = inhibition above about 10%
Target sequence (P18177 whole entry, looked up): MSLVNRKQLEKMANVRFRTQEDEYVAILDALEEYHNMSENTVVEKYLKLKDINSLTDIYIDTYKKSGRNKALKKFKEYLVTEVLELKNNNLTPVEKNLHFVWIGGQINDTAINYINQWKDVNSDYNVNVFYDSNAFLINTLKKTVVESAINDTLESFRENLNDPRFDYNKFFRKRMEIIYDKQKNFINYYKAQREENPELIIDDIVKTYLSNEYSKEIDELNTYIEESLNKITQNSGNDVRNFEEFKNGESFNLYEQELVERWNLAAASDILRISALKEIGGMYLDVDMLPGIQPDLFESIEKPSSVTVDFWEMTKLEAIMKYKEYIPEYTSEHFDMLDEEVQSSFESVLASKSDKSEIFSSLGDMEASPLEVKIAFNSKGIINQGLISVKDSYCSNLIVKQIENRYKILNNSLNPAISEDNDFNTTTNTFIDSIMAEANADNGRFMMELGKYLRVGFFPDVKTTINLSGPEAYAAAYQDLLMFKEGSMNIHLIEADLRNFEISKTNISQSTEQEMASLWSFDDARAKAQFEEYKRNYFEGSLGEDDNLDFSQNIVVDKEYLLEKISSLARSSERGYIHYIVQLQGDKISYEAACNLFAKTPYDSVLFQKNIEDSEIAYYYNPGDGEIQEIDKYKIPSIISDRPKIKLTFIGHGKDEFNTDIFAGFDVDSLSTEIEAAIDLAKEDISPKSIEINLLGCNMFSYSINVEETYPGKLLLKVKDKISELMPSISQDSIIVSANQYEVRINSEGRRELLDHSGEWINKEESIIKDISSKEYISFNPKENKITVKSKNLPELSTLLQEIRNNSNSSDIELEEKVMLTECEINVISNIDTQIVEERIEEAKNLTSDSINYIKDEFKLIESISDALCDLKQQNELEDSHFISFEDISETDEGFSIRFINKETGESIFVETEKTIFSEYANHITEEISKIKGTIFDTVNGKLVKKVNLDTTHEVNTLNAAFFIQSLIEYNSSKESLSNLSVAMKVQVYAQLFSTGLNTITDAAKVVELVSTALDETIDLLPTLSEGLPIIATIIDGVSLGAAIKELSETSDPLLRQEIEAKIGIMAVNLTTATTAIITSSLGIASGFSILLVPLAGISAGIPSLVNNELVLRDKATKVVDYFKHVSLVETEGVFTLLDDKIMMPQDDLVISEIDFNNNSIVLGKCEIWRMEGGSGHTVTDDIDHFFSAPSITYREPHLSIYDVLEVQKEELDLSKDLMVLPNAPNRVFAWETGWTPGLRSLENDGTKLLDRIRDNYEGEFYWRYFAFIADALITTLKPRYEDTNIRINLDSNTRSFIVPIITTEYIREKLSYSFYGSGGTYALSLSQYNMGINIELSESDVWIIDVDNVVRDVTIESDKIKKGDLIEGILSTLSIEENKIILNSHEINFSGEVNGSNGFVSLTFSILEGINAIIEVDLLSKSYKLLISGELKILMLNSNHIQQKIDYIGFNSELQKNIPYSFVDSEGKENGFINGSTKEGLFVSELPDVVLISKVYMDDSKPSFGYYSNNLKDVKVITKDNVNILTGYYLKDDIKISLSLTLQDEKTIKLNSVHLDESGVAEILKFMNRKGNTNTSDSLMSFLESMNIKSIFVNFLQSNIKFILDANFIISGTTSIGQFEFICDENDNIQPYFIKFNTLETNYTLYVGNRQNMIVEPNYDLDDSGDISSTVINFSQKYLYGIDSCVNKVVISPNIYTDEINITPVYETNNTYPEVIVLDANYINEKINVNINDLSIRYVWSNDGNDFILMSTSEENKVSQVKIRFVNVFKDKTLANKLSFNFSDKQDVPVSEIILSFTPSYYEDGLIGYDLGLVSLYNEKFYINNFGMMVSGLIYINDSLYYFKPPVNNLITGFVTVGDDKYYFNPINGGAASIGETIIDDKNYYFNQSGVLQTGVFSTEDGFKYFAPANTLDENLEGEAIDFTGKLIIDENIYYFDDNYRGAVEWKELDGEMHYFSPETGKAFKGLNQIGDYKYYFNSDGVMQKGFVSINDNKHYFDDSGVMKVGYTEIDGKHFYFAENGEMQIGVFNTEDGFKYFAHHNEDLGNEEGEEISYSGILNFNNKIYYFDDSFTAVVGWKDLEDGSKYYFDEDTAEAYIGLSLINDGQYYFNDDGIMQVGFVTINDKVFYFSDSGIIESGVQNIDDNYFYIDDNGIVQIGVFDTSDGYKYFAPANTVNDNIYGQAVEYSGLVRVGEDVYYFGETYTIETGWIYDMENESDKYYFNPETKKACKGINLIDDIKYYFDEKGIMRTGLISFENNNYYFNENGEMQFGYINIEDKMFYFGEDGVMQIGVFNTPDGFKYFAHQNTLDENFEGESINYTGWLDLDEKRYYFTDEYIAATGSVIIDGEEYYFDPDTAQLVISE
* = called active by the depositor; & = joins results of further samples.

The opening 4 records (preview)
SMILES	TcdB inh
C[C@H]1CN([C@@H](C)CO)C(=O)c2cc(NS(=O)(=O)c3ccccc3)ccc2O[C@H]1CN(C)C(=O)Nc1ccc2c(c1)OCO2	-0.7
C[C@@H]1CN([C@@H](C)CO)C(=O)c2cc(C#CCN(C)C)cnc2O[C@H]1CN(C)C(=O)c1cccnc1	0.2
CN(C)CC(=O)N[C@@H]1CC[C@H](CC(=O)O)O[C@H]1CO	-0.3
CO[C@H](C(=O)N(C)C[C@H]1OCc2ccccc2-c2ccccc2C(=O)N([C@@H](C)CO)C[C@H]1C)c1ccccc1	-0.3

The whole of this part, from the start:
SMILES	TcdB inh
C[C@H]1CN([C@@H](C)CO)C(=O)c2cc(NS(=O)(=O)c3ccccc3)ccc2O[C@H]1CN(C)C(=O)Nc1ccc2c(c1)OCO2	-0.7
C[C@@H]1CN([C@@H](C)CO)C(=O)c2cc(C#CCN(C)C)cnc2O[C@H]1CN(C)C(=O)c1cccnc1	0.2
CN(C)CC(=O)N[C@@H]1CC[C@H](CC(=O)O)O[C@H]1CO	-0.3
CO[C@H](C(=O)N(C)C[C@H]1OCc2ccccc2-c2ccccc2C(=O)N([C@@H](C)CO)C[C@H]1C)c1ccccc1	-0.3
COc1cccc(-c2cnc3c(c2)C(=O)N([C@H](C)CO)C[C@@H](C)[C@H](CN(C)Cc2ccc(C(=O)O)cc2)O3)c1	-1.1
Cc1ccc(S(=O)(=O)N(C)C[C@H]2Oc3c(NC(=O)C4CCOCC4)cccc3C(=O)N([C@@H](C)CO)C[C@H]2C)cc1	0.6
COc1ccc2c3c([nH]c2c1)[C@H](CO)N(C(=O)C1CCCC1)CC31CCN(Cc2cccc(F)c2)CC1	0.1
COc1cccc(S(=O)(=O)N[C@@H]2C=C[C@H](CC(=O)NCc3ccccc3)O[C@H]2CO)c1	0.5
CCC(=O)N(C)C[C@H]1Oc2cc(C#CC(C)C)ccc2S(=O)(=O)N([C@H](C)CO)C[C@H]1C	1.1
C/C=C/c1ccc2c(c1)[C@@H]1[C@@H](CCN1S(=O)(=O)c1cccc(F)c1)[C@H](CO)N2	-0.8
CO[C@H]1CN(C)C(=O)c2cc(NC(=O)C3CC3)ccc2OC[C@H](C)N(Cc2cccnc2)C[C@H]1C	0.6
COc1cccc(S(=O)(=O)N[C@H]2C=C[C@H](CC(=O)NCc3ccncc3)O[C@@H]2CO)c1	-0.4
COc1ccc(-c2ccccc2[C@@H]2[C@@H](CO)N(C(=O)NC3CCCC3)[C@H]2C#N)cc1	-0.5
Cn1cnc(S(=O)(=O)N2C[C@H](O)COC[C@H]3O[C@@H](CC(=O)NC4CCC4)CC[C@@H]32)c1	-0.3
CCCNC(=O)Nc1ccc2c(c1)OC[C@@H](C)N(CCC)C[C@@H](C)[C@@H](OC)CN(C)C2=O	-0.2
CN(C)CC(=O)Nc1ccc2c(c1)[C@@H]1C[C@@H](CC(=O)NCc3ccc(-c4ccccc4)cc3)O[C@H](CO)[C@@H]1O2	1.0
C[C@@H]1CN([C@H](C)CO)S(=O)(=O)c2ccc(C#C[C@@H](C)O)cc2O[C@@H]1CN(C)Cc1cncnc1	0.8
COc1ccccc1-c1ccc([C@H]2[C@@H](CO)N3CCCCN(C(=O)c4ccncc4)C[C@H]23)cc1	-0.2
O=C(NCC[C@@H]1CC[C@@H](NC(=O)c2ccc3c(c2)OCO3)[C@H](CO)O1)Nc1ccc(Cl)cc1	-2.6
CN(C)C(=O)c1cccc(-c2ccc([C@@H]3[C@@H](CO)N4C(=O)CN(C(=O)C5CCC5)C[C@@H]34)cc2)c1	0.4
C[C@@H]1CN([C@H](C)CO)C(=O)c2cc(NC(=O)Nc3ccc4c(c3)OCO4)ccc2O[C@@H](C)CCCCO[C@@H]1CN(C)S(=O)(=O)c1ccc(Cl)cc1	0.2
C[C@@H]1CCCCO[C@H](CN(C)C(=O)Nc2cccc3ccccc23)[C@H](C)CN([C@@H](C)CO)C(=O)c2cc(NS(=O)(=O)c3ccc(Cl)cc3)ccc2O1	-2.3
C[C@H]1CN([C@@H](C)CO)S(=O)(=O)c2ccc(C#CC3CC3)cc2O[C@H]1CN(C)C(=O)Cc1ccncc1	0.6
C[C@@H]1CN([C@@H](C)CO)C(=O)c2cc(NC(=O)Nc3ccc4c(c3)OCO4)ccc2O[C@@H](C)CCCCO[C@H]1CN(C)Cc1ccncc1	-0.2
Cc1noc(C)c1S(=O)(=O)Nc1ccc2c(c1)C(=O)N([C@@H](C)CO)C[C@H](C)[C@H](CN(C)C(=O)Nc1cccc3ccccc13)OCCCC[C@H](C)O2	-0.2
C[C@@H]1CN([C@H](C)CO)C(=O)c2cc(NS(=O)(=O)c3cn(C)cn3)ccc2O[C@H]1CN(C)Cc1ccc(C(=O)O)cc1	1.1
C[C@H](CO)N1C[C@H](C)[C@@H](CN(C)Cc2ccc(Oc3ccccc3)cc2)Oc2ccc(NS(C)(=O)=O)cc2C1=O	0.3
COc1ccc(S(=O)(=O)N(C)C[C@H]2Oc3ccc(NC(=O)Cc4cn(C)c5ccccc45)cc3CC(=O)N([C@H](C)CO)C[C@H]2C)cc1	1.2
CC(C)NC(=O)Nc1ccc2c(c1)C(=O)N([C@@H](C)CO)C[C@@H](C)[C@@H](CN(C)Cc1ccc(C(F)(F)F)cc1)OCCCC[C@H](C)O2	0.1
CC(C)NC(=O)Nc1ccc2c(c1)C(=O)N([C@H](C)CO)C[C@H](C)[C@@H](CN(C)C(=O)Nc1ccc(C(F)(F)F)cc1)OCCCC[C@@H](C)O2	0.7
CCC(=O)N1[C@H](CO)[C@H](c2ccccc2)C12CN(C(=O)c1ccc(F)cc1)C2	0.0
COc1cccc(-c2ccc3c(c2)O[C@@H](CN(C)C(=O)C2CC2)[C@@H](C)CN([C@@H](C)CO)S3(=O)=O)c1	0.9
CCCC(=O)N1CC2(C1)CN(S(C)(=O)=O)[C@H](CO)c1c2c2ccc(OC)cc2n1C	1.2
C[C@@H]1CCCCO[C@@H](CN(C)C(=O)Nc2ccc(F)cc2)[C@H](C)CN([C@H](C)CO)C(=O)c2cc(NS(=O)(=O)c3cccs3)ccc2O1	-0.6
CC(=O)NC[C@@H]1[C@@H](c2ccc(-c3cccc(F)c3)cc2)[C@@H](CO)N1C(=O)C1CC1	1.5
O=C(C1CCCC1)N1CC(=O)N2[C@H](CO)[C@H](c3ccc(-c4cccnc4)cc3)[C@H]2C1	-2.6
C[C@H](CO)N1C[C@H](C)[C@H](CN(C)Cc2cccnc2)Oc2ncc(C3=CCCC3)cc2C1=O	0.3
CO[C@@H](CN(C)Cc1cc(F)ccc1F)[C@@H](C)CN([C@H](C)CO)S(=O)(=O)c1ccc(F)cc1	0.4
O=C(Cc1cccnc1)N1CC2(C1)[C@H](c1ccccc1)[C@H](CO)N2C(=O)C1CCCCC1	-0.2
O=C(N1CCOCC1)[C@@]1(Cc2ccccc2)N=C(c2ccc(OCCCO)cc2)O[C@H]1c1ccccc1	0.0
CO[C@@H]1CN(C)C(=O)c2ccc(NC(=O)c3ccccc3)cc2OC[C@H](C)N(C(=O)CN(C)C)C[C@H]1C	-2.3
C#Cc1ccc([C@H]2C=C(C(=O)NCc3nc4ccccc4[nH]3)O[C@@H](OCCCCO)C2)cc1	0.3
O=C(c1ccccc1)N1CC(=O)N2[C@H](C1)[C@H](c1ccc(C#CC3CC3)cc1)[C@@H]2CO	0.1
C[C@@H]1CCCCO[C@@H](CN(C)Cc2ccc(C(=O)O)cc2)[C@@H](C)CN([C@H](C)CO)C(=O)c2cc(NC(=O)Nc3cccc4ccccc34)ccc2O1	-0.2
O=C(N[C@H]1CC[C@H](CCNS(=O)(=O)c2ccc(Cl)cc2)O[C@@H]1CO)c1ccccn1	0.0
Cc1ccc(S(=O)(=O)N(C)C[C@H]2Oc3ccc(NS(=O)(=O)c4ccc(F)cc4)cc3CC(=O)N([C@@H](C)CO)C[C@H]2C)cc1	0.4
CCC(=O)N1[C@@H]2Cn3c(cccc3=O)[C@H]1[C@@H](C(=O)NCc1ccccc1)[C@@H]2CO	-5.2
C[C@H]1CCCCO[C@H](CN(C)C(=O)CCC(F)(F)F)[C@@H](C)CN([C@@H](C)CO)C(=O)c2cc(NC(=O)C3CCCCC3)ccc2O1	0.1
C[C@@H]1CN([C@@H](C)CO)C(=O)c2cc(NS(=O)(=O)c3ccc(F)cc3)ccc2O[C@@H]1CN(C)C(=O)Nc1ccc2c(c1)OCO2	0.4
Cc1noc(C)c1NC(=O)NCC[C@@H]1CC[C@H](NC(=O)Nc2cccc(F)c2)[C@@H](CO)O1	0.9
(list continues)
SMILES	TcdB inh
C[C@@H]1CN([C@H](C)CO)C(=O)c2cc(NC(=O)NC3CCCCC3)ccc2O[C@@H](C)CCCCO[C@@H]1CN(C)Cc1ccc(C(=O)O)cc1	-0.2
Cc1ccccc1-c1ccc2c(c1)O[C@@H](CN(C)C(=O)C1CC1)[C@@H](C)CN([C@@H](C)CO)S2(=O)=O	-0.4
COCC#Cc1ccc2c(c1)O[C@@H](CN(C)S(=O)(=O)c1cccc(F)c1)[C@@H](C)CN([C@@H](C)CO)S2(=O)=O	0.0
CCS(=O)(=O)Nc1ccc2c(c1)C(=O)N(C)C[C@H](OC)[C@@H](C)CN(C)[C@H](C)CO2	-1.1
CN1C(=O)c2cc(NC(=O)Cc3cccs3)ccc2OC[C@@H]2O[C@@H](CC(=O)NCCc3ccncc3)CC[C@H]21	0.4
CC(C)c1cn(CC[C@@H]2CC[C@H](NC(=O)C3CCOCC3)[C@H](CO)O2)nn1	-1.3
Cc1ccccc1-c1cnc2c(c1)C(=O)N([C@H](C)CO)C[C@@H](C)[C@H](CN(C)Cc1ccncc1)O2	-1.0
C[C@@H]1CN([C@H](C)CO)C(=O)Cc2cc(NS(C)(=O)=O)ccc2O[C@@H]1CN(C)CC1CC1	0.9
CN(C)CC(=O)Nc1ccc2c(c1)[C@@H]1C[C@@H](CC(=O)NCc3ccccn3)O[C@@H](CO)[C@@H]1O2	-1.2
O=C(C[C@H]1C[C@@H]2c3cc(NC(=O)Nc4ccccc4F)ccc3O[C@@H]2[C@@H](CO)O1)NCC(F)(F)F	-0.4
C[C@H]1CN([C@@H](C)CO)C(=O)c2cc(NS(=O)(=O)c3ccc(Cl)cc3)ccc2O[C@H]1CN(C)S(=O)(=O)c1ccc(F)cc1	0.5
CC(C)C#Cc1cnc2c(c1)C(=O)N([C@H](C)CO)C[C@@H](C)[C@@H](CN(C)C(=O)c1ccccc1F)O2	0.9
C[C@@H]1CN([C@@H](C)CO)C(=O)Cc2cc(NS(=O)(=O)c3cccs3)ccc2O[C@@H]1CN(C)C(=O)NC1CCCCC1	0.6
O=C1CNC[C@H]2[C@@H](c3ccc(C#CC4CCCC4)cc3)[C@@H](CO)N12	-8.5
C[C@H](CO)N1C[C@H](C)[C@H](CN(C)Cc2ccccc2)Oc2ncc(C#Cc3cccnc3)cc2C1=O	-0.8
CNC[C@H]1OCCCC[C@H](C)Oc2ccc(NC(=O)c3ccccc3)cc2C(=O)N([C@@H](C)CO)C[C@@H]1C	0.7
COc1ccc(NC(=O)N[C@H]2CC[C@H](CCNS(=O)(=O)c3ccccc3F)O[C@H]2CO)cc1	-0.3
C[C@@H]1CN([C@H](C)CO)C(=O)Cc2cc(NC(=O)Nc3cccc4ccccc34)ccc2O[C@@H]1CN(C)CC1CCCCC1	0.9
C[C@H]1CN([C@@H](C)CO)C(=O)c2cccc(NC(=O)c3nc4ccccc4s3)c2O[C@@H]1CN(C)Cc1ccc(Cl)c(Cl)c1	-0.1
COc1cccc(S(=O)(=O)N2C[C@@H](O)COC[C@H]3O[C@H](CC(=O)N4CCN(C)CC4)CC[C@@H]32)c1	-0.4
COc1ccc(NC(=O)N(C)C[C@H]2OCCCC[C@H](C)Oc3ccc(NC(=O)CCCN(C)C)cc3C(=O)N([C@@H](C)CO)C[C@H]2C)cc1	1.9
COCC(=O)N1C[C@@H]2[C@H](c3ccccc31)[C@@H](CO)N2C(=O)Nc1ccccc1Cl	0.5
O=C(CC1CC1)N1[C@@H]2CN(S(=O)(=O)c3ccc(F)cc3)c3ccccc3[C@@H]2[C@@H]1CO	-1.1
O=C(Cc1ccncc1)NCC[C@@H]1CC[C@H](NC(=O)C2CCCC2)[C@@H](CO)O1	-0.4
C[C@H]1CN([C@@H](C)CO)C(=O)c2cccc(NS(=O)(=O)c3ccccc3)c2O[C@H]1CN(C)S(=O)(=O)c1cccs1	1.0
O=C(Nc1cccc(F)c1)N1CC(=O)N2[C@@H](CO)[C@@H](c3ccc(C#CC4CC4)cc3)[C@@H]2C1	-0.7
COc1ccc(NC(=O)N(C)C[C@@H]2Oc3ncc(C#CCN(C)C)cc3C(=O)N([C@H](C)CO)C[C@@H]2C)cc1	0.6&-0.9
COc1ccc(NC(=O)Nc2ccc3c(c2)C(=O)N([C@@H](C)CO)C[C@@H](C)[C@@H](CN(C)C(=O)c2ccccc2)OCCCC[C@H](C)O3)cc1	-1.2
C[C@H]1CN([C@@H](C)CO)C(=O)c2cc(NC(=O)Nc3ccccc3)ccc2O[C@H]1CN(C)C(=O)Nc1ccc(F)cc1	-0.8
C[C@H](CO)N1C[C@H](C)[C@H](CN(C)S(=O)(=O)c2ccc(F)cc2)Oc2ccc(NS(=O)(=O)c3ccc(Cl)cc3)cc2C1=O	-1.7

Retrieved one by one from the entries so far:
SMILES	TcdB inh
C[C@H](CO)N1C[C@H](C)[C@H](CN(C)S(=O)(=O)c2ccc(F)cc2)Oc2ccc(NS(=O)(=O)c3ccc(Cl)cc3)cc2C1=O	-1.7
COc1ccc(NC(=O)N(C)C[C@@H]2Oc3ncc(C#CCN(C)C)cc3C(=O)N([C@H](C)CO)C[C@@H]2C)cc1	0.6&-0.9
C[C@H]1CN([C@@H](C)CO)C(=O)c2cc(NC(=O)Nc3ccccc3)ccc2O[C@H]1CN(C)C(=O)Nc1ccc(F)cc1	-0.8
COCC(=O)N1C[C@@H]2[C@H](c3ccccc31)[C@@H](CO)N2C(=O)Nc1ccccc1Cl	0.5
COc1ccc(NC(=O)Nc2ccc3c(c2)C(=O)N([C@@H](C)CO)C[C@@H](C)[C@@H](CN(C)C(=O)c2ccccc2)OCCCC[C@H](C)O3)cc1	-1.2

Screening data: PubChem, Broad Institute

This is a subset. The share of hits here may be higher or lower than overall.
